Bioassay records: PubChem BioAssay, several laboratories
DUSP3 inh = blocks human VHR1 dual specificity phosphatase. inhibition, % at 13.3 µM. recombinant VHR phosphatase, pNPP absorbance. P51452. AID 1654. 290,000 compounds, 0.52% hits; in the data active means inhibition above about 50%; further: some compounds called inactive have numbers as strong as hits
Target sequence (P51452 whole entry, looked up): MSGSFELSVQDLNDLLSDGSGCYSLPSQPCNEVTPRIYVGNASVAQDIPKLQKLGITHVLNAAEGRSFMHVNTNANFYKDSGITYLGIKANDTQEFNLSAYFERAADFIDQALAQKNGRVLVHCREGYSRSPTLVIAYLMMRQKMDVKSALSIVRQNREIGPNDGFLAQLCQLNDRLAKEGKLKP
Mtb BioA inh = BioA (M. tuberculosis) enzyme inhibition; AID 602481; 360,000 compounds, 0.096% hits; inhibition, % at 9.99 µM; purified M. tuberculosis BioA enzyme, plate reader; in the data active means inhibition above about 40%; inconclusive means no clear call, values can overlap the other calls
FadD28 FP inh = M. tuberculosis FadD28 bisubstrate binding inhibition | FadD28 bisubstrate probe binding, fluorescence polarization | inhibition, % at 12.5 µM | 360,000 compounds, 0.22% hits | AID 588549; in the data active means inhibition above about 8.5%, passing the limit was not always enough; inconclusive means no clear call, values can overlap the other calls
UGM FP inh = Mtb UDP-galactopyranose mutase inhibition; P9WIQ1; purified UGM, fluorescence polarization probe displacement; inhibition, % at 10 µM; 320,000 compounds, 0.06% hits; AID 504406; in the data active means inhibition above about 10%, passing the limit was not always enough; inconclusive means no clear call, values can overlap the other calls
Target sequence (P9WIQ1 whole entry, looked up): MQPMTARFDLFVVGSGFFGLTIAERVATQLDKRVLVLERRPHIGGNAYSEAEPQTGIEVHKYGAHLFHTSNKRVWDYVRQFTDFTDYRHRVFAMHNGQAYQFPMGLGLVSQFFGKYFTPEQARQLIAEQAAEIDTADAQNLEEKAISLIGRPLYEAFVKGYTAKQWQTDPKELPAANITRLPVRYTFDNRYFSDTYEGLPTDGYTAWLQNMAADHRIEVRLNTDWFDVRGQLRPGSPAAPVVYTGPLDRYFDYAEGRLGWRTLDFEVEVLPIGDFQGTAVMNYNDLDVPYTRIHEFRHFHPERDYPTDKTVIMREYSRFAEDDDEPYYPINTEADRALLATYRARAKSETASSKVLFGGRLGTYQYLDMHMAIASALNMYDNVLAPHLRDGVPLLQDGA
MazEF act = MazEF (E. coli) toxin RNase activation. FAM/BHQ RNA-DNA oligo cleavage fluorescence, 5 h. activation, % at 20 µM. 350,000 compounds, 0.32% hits; in the data active means activation above about 50%
Target sequence (P0AE70 whole entry, looked up): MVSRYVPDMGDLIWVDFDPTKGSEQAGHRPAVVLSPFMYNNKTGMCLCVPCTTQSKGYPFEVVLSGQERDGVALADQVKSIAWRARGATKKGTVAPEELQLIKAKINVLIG
Rv3671c protease = Rv3671c (M. tuberculosis) protease inhibition; inhibition, % at 5.96 µM; 320,000 compounds, 0.048% hits; AID 2606; in the data active means inhibition above about 38%;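 further: extracellular domain of Rv3671c used as enzyme; 0% = enzyme with DMSO and 100% = no enzyme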
CCHFV vOTU inh = CCHFV vOTU protease inhibition | Pep-AMC fluorescence | inhibition, % at 11.5 µM | 370,000 compounds, 0.55% hits; further: 0% = vehicle wells with enzyme and 100% = no enzyme wells
BoNT-F LC inh = inhibitors of Botulinum neurotoxin F light chain protease; 360,000 compounds, 0.22% hits; AID 588497; inhibition, % at 10 µM; Multiplex microsphere protease cleavage assay, flow cytometry; in the data active means inhibition above about 35%, passing the limit was not always enough; inconclusive means no clear call, values can overlap the other calls; further: plate controls were buffer without enzyme for full effect and enzyme alone for no effect
GDH-TPI counter = counter-screen for M. tuberculosis FBA inhibitors: GDH-TPI coupled enzymes. GDH-TPI coupled enzyme counterscreen, NADH absorbance. AID 588335. inhibition, % at 4.8 µM. 360,000 compounds, 1.2% hits;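 further: 0% = DMSO wells and 100% = wells lacking the enzyme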
Mtb FBA inh = inhibits M. tuberculosis FBA enzyme | inhibition, % at 1 µM | P9WQA3 | 360,000 compounds, 2.3% hits | purified M. tuberculosis FBA, fluorescence read-out; in the data active means inhibition above about 27%;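 further: 0% = vehicle and 100% = reference inhibitor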
Starred values were filed as active, the others as inactive; ? = inconclusive; · = not tested or not shown. Unless noted, no stated cut-off is given here; in the data, active means inhibition above about 30%; inactive means the rest. Hits appear at their usual frequency (roughly 4.9% active in at least one column).

No.	SMILES	DUSP3 inh	Mtb BioA inh	FadD28 FP inh	UGM FP inh	MazEF act	Rv3671c protease	CCHFV vOTU inh	BoNT-F LC inh	GDH-TPI counter	Mtb FBA inh
1	CN(C(=O)c1ccc(NC(=O)Cc2ccc([N+](=O)[O-])cc2)cc1)C1CCCC1	·	-1.6	0.2	-0.2	4	2	-5	8	9	4
2	CCCc1ccc2oc(C(=O)N3CCN(CCC(N)=O)CC3)c(C)c2c1	11	-0.2	-2.1	-0.7	-3	6	-11	-25	1	-3
3	CC(C)(C)/C=N/NC(=O)C1CC1	-8	-1.3	-1.9	7.1	6	3	-11	-6	4	1
4	c1ccc2c(NCCCN3CCOCC3)c3ccccc3nc2c1	22	·	·	1.3	·	-1	-111	·	·	·
5	Cc1ccc(S(=O)(=O)ON2C(=O)c3ccccc3C2=O)c(C)c1	-27	·	0.2	-2.0	1	5	-37	12	8	40*
6	O=C(c1ccc(NC2=NC3CS(=O)(=O)CC3S2)cc1)N1CCN(c2ccccc2)CC1 (configuration not stated)	9	-1.1	-3.2	1.6	14	2	4	4	-1	1
7	Cc1ccc(OCCNC(=O)C2CC(=O)N(Cc3ccccc3)C2)cc1 (configuration not stated)	·	0.8	-0.3	3.3	1	6	3	-3	6	2
8	CCOc1ccc(N(CC(=O)NC2CCCC2)C(=O)Cn2nnc(-c3ccc(C)o3)n2)cc1	44	·	-2.9	·	-4	·	-3	8	4	0
9	Cc1cc(C)n(-c2nc(-c3cccc(Cl)c3)cs2)n1	-1	-1.2	-5.1	3.4	-11	1	5	21	-4	3
10	O=C(CSc1nc2scc(-c3ccccc3)c2c(=O)[nH]1)NC1CCCCC1	-9	·	·	-2.0	·	-6	4	·	·	·
11	CCOc1ccc(S(=O)(=O)NCC2CCCO2)cc1NC(=O)c1ccccc1F (configuration not stated)	12	-1.0	0.5	1.3	10	-15	-2	-18	16	-2
12	CC(NC(=O)c1ccccc1F)C12CC3CC(CC(C3)C1)C2 (configuration not stated)	·	0.4	-4.4	-2.2	3	-10	-4	-1	11	1
13	CCC(C)N(C(=O)COC(=O)c1ccc(=O)n(Cc2ccccc2)n1)C1CCS(=O)(=O)C1 (configuration not stated)	·	6.0	0.0	-3.1	3	6	1	6	8	1
14	COc1cc([C@H]2OC[C@H]3[C@@H]2CO[C@H]3c2ccc(O)c(OC)c2)ccc1O	·	0.0	-0.4	-1.6	10	0	-6	-3	12	1
15	Nc1nonc1C(=O)NCCNCc1ccccc1	39	·	-1.2	-0.1	-2	-8	-15	4	9	2

Some of these compounds in order of number of heavy atoms, smallest number first:
No.	SMILES	DUSP3 inh	Mtb BioA inh	FadD28 FP inh	UGM FP inh	MazEF act	Rv3671c protease	CCHFV vOTU inh	BoNT-F LC inh	GDH-TPI counter	Mtb FBA inh
12	CC(NC(=O)c1ccccc1F)C12CC3CC(CC(C3)C1)C2 (configuration not stated)	·	0.4	-4.4	-2.2	3	-10	-4	-1	11	1
7	Cc1ccc(OCCNC(=O)C2CC(=O)N(Cc3ccccc3)C2)cc1 (configuration not stated)	·	0.8	-0.3	3.3	1	6	3	-3	6	2
13	CCC(C)N(C(=O)COC(=O)c1ccc(=O)n(Cc2ccccc2)n1)C1CCS(=O)(=O)C1 (configuration not stated)	·	6.0	0.0	-3.1	3	6	1	6	8	1

(continued)
No.	SMILES	DUSP3 inh	Mtb BioA inh	FadD28 FP inh	UGM FP inh	MazEF act	Rv3671c protease	CCHFV vOTU inh	BoNT-F LC inh	GDH-TPI counter	Mtb FBA inh
16	COc1ccc(CN2C[C@@H](CO)O[C@@H](n3cnc4c(NCCO)ncnc43)C2)cc1	·	-2.0	-3.0	·	·	·	0	-3	-11	0
17	CCC(=NCCCn1ccnc1)c1c(O)n(-c2ccc(OC)cc2)c(=O)[nH]c1=O	13	·	-1.5	-4.3	1	9	-2	-7	5	-1
18	CC(C)Oc1cccc(C(=O)N/N=C/c2coc3ccccc3c2=O)c1	23	-0.7	-4.4	0.2	3	·	6	-1	0	2
19	O=C(N/N=C/c1ccc(O)cc1O)C(=O)N/N=C/c1ccc(O)cc1O	-24	-0.1	-0.4	2.0	-7	-1	8	-11	41*	-3
20	CC(C)OC(=O)c1ccc(N2CCN(c3ccccc3F)CC2)nc1	2	-1.2	1.1	2.9	-1	-5	4	17	5	3
21	O=C(c1cccc(Cl)c1)C1CCCN(C(=O)c2ccc3c(c2)OCO3)C1 (configuration not stated)	15	0.8	-0.2	1.2	-7	-9	15	-8	-3	-1
22	CCOCCN1CCN(C(=O)CN2CCCC2=O)CC1	5	·	-2.1	2.3	4	-5	-21	-5	-2	2
23	CCOc1ccc(C2/C(=C(\O)c3ccc(OC)c(OC)c3)C(=O)C(=O)N2c2cc(C)on2)cc1OC (configuration not stated)	7	1.2	0.3	1.5	5	5	18	-10	27	-2
24	O=C(Nc1ccc(F)cc1Cl)C1=COCCO1	·	·	0.2	1.3	-17	0	-7	-12	4	4
25	O=C(NCc1ccc2c(c1)OCO2)c1ccc(S(=O)(=O)C(F)F)cc1	24	·	-1.6	3.2	1	-5	1	3	-6	8
26	O=C(NCc1ccc(C(F)(F)F)cc1)c1cccc2c(-c3cccnc3)coc12	·	2.1	-3.0	·	·	·	14	-3	-2	0
27	CCCCCCCC(=O)Nc1cc(C(=O)NCCC)ccc1N1CCC2(CC1)CC(c1ccccc1)=NO2	-18	-0.9	-3.9	2.6	0	2	3	-16	5	1
28	CC(C)c1cc(C(N)=O)c(NC(=O)C2CCC2)s1	16	·	0.9	2.2	-10	-12	-5	4	-1	-1
29	Cc1cc(C)c2sc(N(CCCN(C)C)C(=O)c3ccc(S(=O)(=O)N4CCc5ccccc5C4)cc3)nc2c1	·	-0.3	-3.9	-2.4	·	6	·	-8	1	0
30	CCCCN(C)Cc1c(C)[nH]c2ccccc2c1=O	12	·	-0.8	-0.1	-33	6	11	-2	1	-1
31	CC1=Nc2cc(C(=O)O)ccc2Sc2ccc(Br)cc21	-7	4.8	-4.7	-2.3	1	-1	18	-7	10	-1
32	CCCn1cc(S(=O)(=O)CC(=O)Nc2ccc(OC)cc2OC)c2ccccc21	9	-0.3	-3.6	-0.3	-11	4	16	-6	-14	-1
33	O=C(c1ccco1)N1CCN(c2ncccn2)CC1	13	0.0	-1.9	0.8	-5	-5	2	-4	9	4
34	CN1CCN(CCC(=O)N/N=C/c2cc([N+](=O)[O-])ccc2O)CC1	-8	·	-3.3	2.2	-2	8	18	-5	9	-5
35	COCCNC(=O)c1ccc2c(c1)nc(C)n2-c1cccc(F)c1	34	31	-2.7	-0.3	-9	2	1	3	13	2
36	Cn1cc(CC(=O)NCCCN2CCCC2=O)c2ccccc21	-16	0.9	-0.6	1.4	-3	8	7	-4	-16	6
37	CCC(C)(C)NC(=O)C(c1ccccc1)N(Cc1cccnc1)C(=O)c1csnn1 (configuration not stated)	32	·	-3.5	0.2	5	6	-13	-11	9	1
38	Cc1ccccc1Nc1nc(N)nc(COC(=O)c2c(C)noc2C)n1	·	1.5	-6.6	-0.3	3	-4	-2	-12	-11	-3
39	Cc1ccc(-n2ncc(Cl)c2C(=O)NC2CC2)cc1	8	·	-3.8	0.8	5	3	-8	-7	-1	-1
40	COc1ccc(OC)c(-c2cc(C(=O)Nc3c(C)nn(Cc4ccccc4Cl)c3C)no2)c1	15	1.3	-7.4	-1.2	-3	-10	4	-9	17	1
41	COc1cc(CCN2C(=O)c3cccc4cccc(c34)C2=O)c(S(=O)(=O)NCCO)cc1OC	5	·	-6.2	0.6	6	-8	2	-4	4	-5
42	CCOc1ccccc1N1CC(C(=O)N(C)Cc2cccnc2)CC1=O (configuration not stated)	12	1.3	0.0	2.7	10	-12	-1	-2	7	1
43	CC1CCc2cc(F)ccc2N1C(=O)C12CCC(C)(C(=O)O1)C2(C)C (configuration not stated)	5	·	-4.6	2.6	-1	-3	-9	3	-6	0
44	O=C(CSc1nnc2ccc(-c3cccnc3)nn12)Nc1cccc(F)c1	·	·	-0.8	·	2	·	9	-4	-5	5
45	COc1ccc(-n2nc3c(c2NC(=O)CBr)CSC3)cc1	7	-3.1	-2.1	0.5	-3	2	-8	3	11	6

Record cards, as listed above. Values in the order: DUSP3 inh	Mtb BioA inh	FadD28 FP inh	UGM FP inh	MazEF act	Rv3671c protease	CCHFV vOTU inh	BoNT-F LC inh	GDH-TPI counter	Mtb FBA inh
Results for `CCOc1ccccc1N1CC(C(=O)N(C)Cc2cccnc2)CC1=O` (configuration not stated) → 12	1.3	0.0	2.7	10	-12	-1	-2	7	1
Results for `CCC(C)N(C(=O)COC(=O)c1ccc(=O)n(Cc2ccccc2)n1)C1CCS(=O)(=O)C1` (configuration not stated) → ·	6.0	0.0	-3.1	3	6	1	6	8	1

The listing continues.
No.	SMILES	DUSP3 inh	Mtb BioA inh	FadD28 FP inh	UGM FP inh	MazEF act	Rv3671c protease	CCHFV vOTU inh	BoNT-F LC inh	GDH-TPI counter	Mtb FBA inh
46	O=C(N/N=C/c1ccccc1C(F)(F)F)c1ccc(O)cc1	2	·	-1.2	-0.1	-6	1	-3	2	10	-1
47	Cc1ccc(CC(=O)N2CCC(c3nc4c(nnn4Cc4ccccc4)c(=O)[nH]3)CC2)cc1	5	4.8	1.3	0.8	0	4	-1	-2	3	4
48	c1ccc2c(c1)nc(N1CCCCC1)c1ccccc12	-13	·	1.0	-0.5	-2	-6	-14	?	-17	9
49	Cn1c(=O)c2c(SC3CCCC3)nc(C3CC3)nc2n(C)c1=O	-20	-0.8	-0.7	-1.0	17	8	-3	-2	-4	0
50	CCN1C(=O)/C(=C/c2cccs2)S/C1=N\S(=O)(=O)c1ccc(C)cc1	28	0.9	-1.2	0.4	-12	1	-13	-11	-3	2
51	O=[N+]([O-])c1cccc(C=NNc2ccccc2)c1	·	0.0	2.0	·	15	·	0	-8	10	-1
52	O=C1CC(SCCc2nc3ccccc3[nH]2)C(=O)N1c1ccc(F)cc1 (configuration not stated)	44	2.2	-0.4	-1.0	3	9	-9	0	13	2
53	CCc1cccc(NC(=O)C2CCCN(c3cnccn3)C2)c1 (configuration not stated)	7	0.7	-3.6	0.6	-4	4	3	-4	13	4
54	Cc1cc2nc(-c3ccccc3)c(Cc3ccccc3)n2c(C)c1Br	·	-1.0	-4.6	·	·	·	7	-19	·	4
55	COC(=O)c1cc(NC(=O)COC(=O)CCc2nc3ccccc3c(=O)[nH]2)cc(C(=O)OC)c1	·	-2.0	-1.8	3.0	3	-4	5	-5	4	3
56	Cc1ccc(NC(=O)CSc2nc3ccccc3c(=O)n2CCCC(=O)NCCCN2CCOCC2)cc1C	4	·	-1.3	-0.1	3	8	-5	3	-2	-1

Limited to GDH-TPI counter and Mtb FBA inh, for some of the entries so far:
cpd	compound	GDH-TPI counter	Mtb FBA inh
50	CCN1C(=O)/C(=C/c2cccs2)S/C1=N\S(=O)(=O)c1ccc(C)cc1	-3	2
51	O=[N+]([O-])c1cccc(C=NNc2ccccc2)c1	10	-1
